# From PubChem BioAssay
# IL1B NFkB pot = enhances IL-1B driven NFkB nuclear translocation. HUVEC IL-1B NFkB p65 nuclear translocation imaging. activation, % at 2 µM. 94,000 compounds, 0.3% hits. AID 819;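 active = activation above 40%, about the mean plus 3 SD, also judged a hit on visual image review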;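 also: percent activation is computed from the nuclear over cytoplasmic p65 intensity ratio; values of inactives mirror those of a sister screen read the other way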
# Bcl-B displacement = displacers of TR3 peptide from Bcl-B, primary screen, selectivity assay for Bfl-1 inhibitor project, biochemical, fluorescence polarization; FP displacement of FITC-TR3 peptide from Bcl-B; higher % means a stronger effect; displacement, % at 20 µM; hits with a dose series show IC50 in µM; 96,000 compounds, 0.11% hits;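 active = displacement above 50% at 20 µM plus a fluorescence interference ratio under 1.5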;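 also: plate controls were wells without compound for no effect and wells lacking Bcl-B protein for full effect; a part of the inactive calls stands beside numbers as strong as those of hits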
# MRP resist rev = compounds reversing MRP-mediated drug resistance | H69AR cells + 2 uM doxorubicin, CellTiter-Glo, 72 h | differential viability (reversal), % at 10 µM | 85,000 compounds, 0.04% hits | AID 602;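 active = viability drop by adding the cancer drug above about 55%, with treated viability meeting a 40% cutoff, limit read from the data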;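 also: viability without doxorubicin minus viability with 2 µM doxorubicin for each compound; larger differential means the compound sensitizes cells more to doxorubicin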
# PLAP inhibitors HTS = PLAP enzyme inhibitors, biochemical, luminescence, HTS (AID 690); purified PLAP, luminescent substrate; higher % means a stronger effect; 96,000 compounds, 0.08% hits; inhibition, % at 20 µM; hits with a dose series show IC50 in µM; in the data active = a potency from the dose series; inactive = the rest, 99 in 100 with inhibition below about 30%; also: strong numbers were not always called active
# IL1B NFkB inh = blocks IL-1B driven NFkB nuclear translocation in HUVEC cells; HUVEC IL-1B NFkB p65 nuclear translocation imaging; inhibition, % at 2 µM; 94,000 compounds, 0.43% hits; AID 796;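 active = inhibition above about 30% together with a positive call from visual inspection of the well image, limit read from the data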;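 also: nuclear over cytoplasmic p65 intensity ratio measured by imaging; 0% = IL-1B stimulated DMSO wells and 100% = unstimulated DMSO wells; values of inactives mirror those of a sister screen read the other way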
# MRP resist rev cytotoxicity = recorded beside MRP resist rev, whose call it bears; viability, %; H69AR cells, CellTiter-Glo, 72 h; measured here: cytotoxicity without doxorubicin
# MRP resist rev with doxorubicin = further read-out of MRP resist rev, marked with its call; viability, %; measured here: viability with 2 uM doxorubicin; hits give low values
# IL1B NFkB inh cell count 2 µM = further read-out of IL1B NFkB inh, marked with its call; cell count; measured here: cells passing quality filter;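 raw number of nuclei counted in each imaged well without normalization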
# IL1B NFkB pot cell count 2 µM = recorded beside IL1B NFkB pot, whose call it bears; cell count; measured here: cells passing quality filter
# The depositor's hits bear a star; / = not tested or not shown. This is a subset, so the mix of outcomes need not match the whole.
# Results follow in this order: IL1B NFkB pot, IL1B NFkB pot cell count 2 µM, Bcl-B displacement, MRP resist rev, MRP resist rev cytotoxicity, MRP resist rev with doxorubicin, PLAP inhibitors HTS, IL1B NFkB inh, IL1B NFkB inh cell count 2 µM
COc1ccccc1NCc1nnc(SCC(=O)N/N=C/c2ccco2)n1-c1ccc(Cl)cc1Cl
 : 3, 170, -1%, /, /, /, -36%, -3, 170
COc1ccc(/C=N/NC(=O)c2nc(-c3ccccc3)cc(-c3ccccc3)n2)cc1
 : 1, 91, -11%, /, /, /, 1%, -1, 91
CN(C)c1ccc(N2C(=O)CC(Nc3ccc(N4CCOCC4)cc3)C2=O)cc1 (stereo not given)
 : 9, 155, /, 3, 98, 95, /, -9, 155
C=C(C)CN1CCN(c2c(CCC#N)c(C)c(C#N)c3nc4ccccc4n23)CC1
 : /, /, -101%, 0, 38, 38, 0%, /, /
COc1ccc(C2SCC(C(=O)O)N2C(C)=O)cc1OC (stereo not given)
 : -3, 50, -6%, -4, 102, 106, 10%, 2, 50
CC(=O)Oc1ccc(C(=O)Nc2ccc3c(c2)C(=O)N(CCC(=O)O)C3=O)cc1
 : 5, 181, 18%, 12, 98, 86, -6%, -5, 181
Cc1nn(CC(=O)O)c(=O)c2ccccc12
 : -2, 205, -1%, 10, 105, 95, 9%, 2, 205
Cc1cc(NC(=O)c2cc(-c3ccc4c(c3)OCO4)on2)n(-c2ccccc2)n1
 : -6, 78, -2%, /, /, /, 11%, 6, 78
CC(C)c1ccc(C(CC(=O)c2ccc(Cl)cc2)C(=O)O)cc1 (stereo not given)
 : 14, 158, 8%, /, /, /, -16%, -14, 158
CC(=O)N1CCc2cc(C(=O)CN3CCCN(Cc4ccc(F)cc4)C3)ccc21
 : -1, 75, 21%, 17, 95, 77, -62%, 1, 75
COc1ccc(Nc2nc(N)nc(CSCCO)n2)cc1
 : -2, 56, -5%, 13, 51, 39, 18%, 2, 56
Cc1ccc(C2CC(=O)NC(SCC(=O)Nc3nccs3)=C2C#N)cc1 (stereo not given)
 : -6, 182, 0%, /, /, /, -58%, 6, 182
CCOC(=O)c1ccc(NC(=O)C2CCN(C(=O)c3ccc(OC)c(OC)c3)CC2)cc1
 : 3, 90, /, -2, 96, 98, /, -3, 90
Cc1ccc2[nH]c(=O)c(C(c3nnnn3CC3CCCO3)N3CCc4ccccc4C3)cc2c1 (stereo not given)
 : -14, 123, 20%, 23, 63, 40, -40%, 14, 123
Cc1ccc(C(c2sc3nc(C)nn3c2O)N2CCOCC2)cc1 (stereo not given)
 : -8, 96, 0%, 9, 104, 95, -3%, 8, 96
Cc1ccc(C2C(=O)N(C3CCC(C)CC3)CC(=O)N2C2CCCC2)cc1 (stereo not given)
 : /, /, 3%, -10, 61, 70, 2%, /, /
O=C(NCc1ccco1)c1cc(-c2ccccc2)on1
 : 2, 108, -11%, 26, 94, 68, 4%, -2, 108
Cc1ccc(-c2ccc(/C=N\NC(=O)C3C(=O)NCC3c3ccccc3)o2)cc1Cl (stereo not given)
 : -2, 148, -1%, /, /, /, -107%, 2, 148
O=C(CC(NC(=O)c1ccccc1Cl)c1ccccc1)Nc1ccc2c(c1)OCO2 (stereo not given)
 : 1, 171, -5%, /, /, /, 2%, -1, 171
CC1=C(C(=O)N(C)C)C(c2cccs2)NC(=O)N1 (stereo not given)
 : 5, 85, /, 33, 97, 63, /, -5, 85
COc1ccc(C2(O)CC3CCC(C2)N3c2nc(C)cc(C)c2C#N)cc1 (stereo not given)
 : 0, 121, -2%, -44, 31, 75, -22%, 0, 121
CCOC(=O)CCCn1ncn2c(cc3occc32)c1=O
 : 1, 155, -10%, 4, 88, 84, 13%, -1, 155
Cc1cc2ncn(/N=C/c3cc(Br)ccc3O)c2cc1C
 : 1, 64, -17%, 9, 31, 23, -58%, -1, 64
O=C(CCN1Cc2ccccc2C1)c1ccc2c(c1)OCCO2
 : 5, 92, 1%, 0, 1, 1, -33%, -5, 92
CC(NC(=O)Cc1ccc(F)cc1)c1ccccc1 (stereo not given)
 : -7, 136, 0%, /, /, /, 14%, 7, 136
Cc1ccc(C)c(N2CCN(C(=O)c3cn(C)c4ccc(S(=O)(=O)N(C)C)cc4c3=O)CC2)c1
 : 29, 166, 1%, -8, 81, 88, -48%, -29, 166
O=C(Nc1ccc(Cc2ccncc2)cc1)c1ccc(Cl)c([N+](=O)[O-])c1
 : 5, 130, 7%, /, /, /, 10%, -5, 130
CNC(=O)NC(=O)CSc1cccc(C(F)(F)F)c1
 : -5, 200, 9%, 5, 90, 84, 12%, 5, 200
O=C(c1cc(F)c(F)cc1Cl)N1CCOCC1
 : /, /, -5%, -4, 96, 100, 1%, /, /
c1ccc(N2N=C(c3cccs3)CC2c2ccco2)cc1 (stereo not given)
 : -9, 154, -24%, /, /, /, 4%, 9, 154
CCOC(=O)c1c(NC(=O)CSc2nc(C)cc(C)c2C#N)sc(C(C)=O)c1C
 : -1, 132, -56%, 8, 19, 11, -40%, 1, 132
Cc1noc(NS(=O)(=O)c2ccc(N/C=C/C(=O)c3cccnc3)cc2)c1C
 : /, /, -1%, 4, 95, 91, 18%, /, /
Cc1ccc(-c2cc(C(F)(F)F)n3ncc(C(=O)N4CCN(C)CC4)c3n2)cc1
 : -2, 145, 1%, 18, 91, 73, -46%, 2, 145
O=C(Cn1nnc(-c2ccc3c(c2)OCO3)n1)NCc1ccco1
 : -11, 162, 4%, -3, 95, 98, 7%, 11, 162
Cc1cc(C(=O)Nc2ccc3c(c2)OCCO3)c(C)o1
 : -1, 76, -3%, 9, 83, 74, 16%, 1, 76
Brc1ccccc1Cn1c(-c2cncs2)nc2ccccc21
 : 12, 180, -2%, -5, 100, 105, 16%, -12, 180
Nc1ccc(N2CCCCC2)cc1N1CCCCC1
 : -9, 206, 19%, /, /, /, -7%, 9, 206
Cn1c(=O)c2c(ncn2CC(=O)N2CCN(c3ccccc3F)CC2)n(C)c1=O
 : -2, 117, 17%, 7, 103, 96, -10%, 2, 117
O=C(CCC1CCCC1)NCc1ccccn1
 : 27, 184, 6%, 15, 100, 85, -19%, -27, 184
CCOc1ccc2nc(SCC(=O)Nc3cc4c(cc3C(C)=O)OCO4)[nH]c2c1
 : 15, 163, 6%, /, /, /, -2%, -15, 163
O=C(CCn1nc(-c2ccc(Cl)cc2)ccc1=O)N1CCN(c2ccccn2)CC1
 : 16, 209, -1%, 7, 83, 76, -32%, -16, 209
O=C(O)C1C2C=CC(C2)C1C(=O)NCCCn1ccnc1 (stereo not given)
 : 8, 107, -4%, 0, 96, 96, -3%, -8, 107
CCc1ccc(CNCCNCC(C)O)cc1 (stereo not given)
 : 3, 128, 16%, /, /, /, 6%, -4, 128
COc1ccc(S(=O)(=O)N2c3cc(Cl)ccc3Oc3nc4ccccc4nc32)cc1
 : -22, 84, /, -32, 29, 61, /, 22, 84
Cc1ccc(NC(=O)Cn2cnc3c(=O)n(C)c(=O)n(C)c32)c(C)c1
 : -2, 100, -2%, -2, 93, 96, 4%, 2, 100

# Quoted at random: 2 records from the list, in no set order.
# Results follow in this order: IL1B NFkB pot, IL1B NFkB pot cell count 2 µM, Bcl-B displacement, MRP resist rev, MRP resist rev cytotoxicity, MRP resist rev with doxorubicin, PLAP inhibitors HTS, IL1B NFkB inh, IL1B NFkB inh cell count 2 µM
COc1ccccc1NCc1nnc(SCC(=O)N/N=C/c2ccco2)n1-c1ccc(Cl)cc1Cl
 : 3, 170, -1%, /, /, /, -36%, -3, 170
CC(NC(=O)Cc1ccc(F)cc1)c1ccccc1 (stereo not given)
 : -7, 136, 0%, /, /, /, 14%, 7, 136

# Other structures
# Results follow in this order: IL1B NFkB pot, IL1B NFkB pot cell count 2 µM, Bcl-B displacement, MRP resist rev, MRP resist rev cytotoxicity, MRP resist rev with doxorubicin, PLAP inhibitors HTS, IL1B NFkB inh, IL1B NFkB inh cell count 2 µM
COc1ccc(-c2nn(-c3ccccc3)cc2C(=O)Nc2nccs2)cc1
 : 6, 178, -4%, -27, 23, 50, -64%, -6, 178
CC(C)(C)c1ccc(S(=O)(=O)NCC(=O)Nc2ccc(-c3nc4ccccc4s3)cc2)cc1
 : -1, 144, -57%, /, /, /, 8%, 1, 144
CCOc1ccc(N(CC)C(=O)COc2cc(=O)n(C)c3ccccc23)cc1
 : /, /, -4%, 2, 78, 76, -34%, /, /
Cc1nc(Nc2ccccc2)[nH]c(=O)c1CCC(C)C
 : 5, 65, -3%, 23, 95, 72, 6%, -5, 65
CNc1cnn(-c2ccccc2)c(=O)c1Cl
 : 8, 104, -5%, /, /, /, 6%, -8, 104
COc1ccccc1N(CC(=O)Nc1ccc2c(c1)OCO2)S(=O)(=O)c1ccccc1
 : 17, 127, 6%, 7, 79, 72, 13%, -16, 127
CCc1ccc(-n2nnnc2SCC(=O)NNC(=O)c2ccco2)cc1
 : 10, 134, -2%, /, /, /, -134%, -10, 134
CCN1CCN(c2ncc3c(n2)CC(c2ccc(OC)c(OC)c2)CC3=O)CC1 (stereo not given)
 : 22, 102, -2%, -37, 19, 56, -64%, -22, 102
O=C(COc1ccc(S(=O)(=O)NC2CCCCC2)cc1)NC1CCCCC1
 : 2, 118, /, 10, 90, 80, /, -2, 118

# Given field by field: part of the list above
smiles: COc1ccccc1N(CC(=O)Nc1ccc2c(c1)OCO2)S(=O)(=O)c1ccccc1
  IL1B NFkB pot: 17 | IL1B NFkB pot cell count 2 µM: 127 | Bcl-B displacement: 6% | MRP resist rev: 7 | MRP resist rev cytotoxicity: 79 | MRP resist rev with doxorubicin: 72 | PLAP inhibitors HTS: 13% | IL1B NFkB inh: -16 | IL1B NFkB inh cell count 2 µM: 127
smiles: CCc1ccc(-n2nnnc2SCC(=O)NNC(=O)c2ccco2)cc1
  IL1B NFkB pot: 10 | IL1B NFkB pot cell count 2 µM: 134 | Bcl-B displacement: -2% | MRP resist rev: / | MRP resist rev cytotoxicity: / | MRP resist rev with doxorubicin: / | PLAP inhibitors HTS: -134% | IL1B NFkB inh: -10 | IL1B NFkB inh cell count 2 µM: 134
smiles: CCN1CCN(c2ncc3c(n2)CC(c2ccc(OC)c(OC)c2)CC3=O)CC1 (stereo not given)
  IL1B NFkB pot: 22 | IL1B NFkB pot cell count 2 µM: 102 | Bcl-B displacement: -2% | MRP resist rev: -37 | MRP resist rev cytotoxicity: 19 | MRP resist rev with doxorubicin: 56 | PLAP inhibitors HTS: -64% | IL1B NFkB inh: -22 | IL1B NFkB inh cell count 2 µM: 102
smiles: O=C(COc1ccc(S(=O)(=O)NC2CCCCC2)cc1)NC1CCCCC1
  IL1B NFkB pot: 2 | IL1B NFkB pot cell count 2 µM: 118 | Bcl-B displacement: / | MRP resist rev: 10 | MRP resist rev cytotoxicity: 90 | MRP resist rev with doxorubicin: 80 | PLAP inhibitors HTS: / | IL1B NFkB inh: -2 | IL1B NFkB inh cell count 2 µM: 118
